EPAC2 agonist: qHTS for Agonist of cAMP-regulated guanine nucleotide exchange factor 4 (EPAC2): primary screen | EPAC2 activation, biochemical qHTS; response scale: 100% = 6.5 mM cAMP response | Potency, µM (series often up to 154 µM), for inactives: at the top dose activation, hits mostly activators | 360,000 tested, 0.079% active | AID 720711, 2013; further: potency means the concentration at half of the fitted maximal effect; nearly all actives have a fitted effect of over 50% in size
Target sequence (Q8WZA2 whole entry, looked up): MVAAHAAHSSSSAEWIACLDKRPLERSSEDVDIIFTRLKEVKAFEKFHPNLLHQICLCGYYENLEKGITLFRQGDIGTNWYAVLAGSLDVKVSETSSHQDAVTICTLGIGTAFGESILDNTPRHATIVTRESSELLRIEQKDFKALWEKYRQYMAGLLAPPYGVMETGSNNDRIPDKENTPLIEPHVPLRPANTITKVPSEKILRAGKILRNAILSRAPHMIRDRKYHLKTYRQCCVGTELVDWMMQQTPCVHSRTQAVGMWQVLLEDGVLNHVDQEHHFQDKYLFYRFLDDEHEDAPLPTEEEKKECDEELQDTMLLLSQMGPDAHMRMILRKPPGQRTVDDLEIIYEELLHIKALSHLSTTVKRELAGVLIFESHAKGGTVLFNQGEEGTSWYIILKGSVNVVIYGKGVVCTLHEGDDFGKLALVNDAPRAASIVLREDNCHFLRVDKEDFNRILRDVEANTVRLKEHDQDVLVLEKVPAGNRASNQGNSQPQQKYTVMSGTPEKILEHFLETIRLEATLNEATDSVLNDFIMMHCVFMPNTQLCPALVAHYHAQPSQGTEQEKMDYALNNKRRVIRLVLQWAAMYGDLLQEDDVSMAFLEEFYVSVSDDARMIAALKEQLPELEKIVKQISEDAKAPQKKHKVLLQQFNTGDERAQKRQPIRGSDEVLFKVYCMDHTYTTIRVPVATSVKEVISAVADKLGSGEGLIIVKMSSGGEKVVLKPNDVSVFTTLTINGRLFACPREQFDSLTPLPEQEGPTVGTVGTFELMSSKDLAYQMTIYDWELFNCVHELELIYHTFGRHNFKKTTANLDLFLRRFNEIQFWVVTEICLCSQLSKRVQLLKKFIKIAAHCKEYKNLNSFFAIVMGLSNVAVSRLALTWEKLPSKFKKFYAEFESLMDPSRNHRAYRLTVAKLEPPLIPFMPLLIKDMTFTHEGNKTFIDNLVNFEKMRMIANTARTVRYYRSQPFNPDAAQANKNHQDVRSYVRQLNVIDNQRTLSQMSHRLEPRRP
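Each well held 100 nM EPAC2, 250 nM RAP1B-BODIPY-GDP and 50 uM GDP. Fluorescence, read at 5-min intervals to 30 min, was referenced to a 6.5 mM cAMP positive control.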
TGFb inhibitor: qHTS for Inhibitors of TGF-b | HepG2 CAGA-GFP TGF-b/SMAD3 reporter, GFP fluorescence, 18 h; TGF-beta stimulated, 500 pg/mL final | Potency, µM (doses to about 46.1 µM), for the others: at the highest dose activity, negative = inhibition, usual class: inhibitors | 410,000 tested, 1.2% active; further: potency means the concentration at half of the fitted maximal effect; on the % scale 0 is the no-effect control and ±100 the full control effect; nearly all actives have a fitted effect of over 65% in size
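Inhibition was scored as loss of TGF-beta-induced (500 pg/mL final, 18 hours, 37 degrees C) GFP in HEPG2 cells carrying a CAGA-GFP reporter, in DMEM with 1% FBS. Well GFP was summed per cell; Activity was normalised to unstimulated and stimulated DMSO wells, then concentration-response fitting.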
HepG2 tox: qHTS for Inhibitors of TGF-b: Cytotox Counterscreen; Potency, µM (series often up to 46.1 µM), without a hit: top-dose activity change, negative = cytotoxicity, usual class: cytotoxic; 410,000 tested, 0.76% active; HepG2 CAGA-GFP viability, ATP luminescence, 18 h; further: potency means the concentration at half of the fitted maximal effect; some results filed as inactive show a strong effect at the top dose
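HepG2 CAGA-GFP cells (1000/well, DMEM with 1% FBS) received compound, then TGF-beta at 500 pg/mL final, and were incubated 18 hours at 37 degrees C. Viability was read by CellTiter-Glo luminescence. Media-only wells were set as complete cell-killing and DMSO as no toxicity.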
IL2 activator: qHTS of IL-2 Activators; IL-2 activation reporter assay, cell-based qHTS; stimulated with anti-CD3/CD4/CD28 beads; in transgenic mouse T cells; activation, % (series mostly up to about 46 µM); 360,000 tested, 0.065% active; AID 652025, 2013; in the data active means activation above about 50%; inconclusive means mostly about 30% to 49%; further: 0% is about no effect
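First, unstimulated transgenic mouse T cells were exposed to compound for 60 min. Next, anti-CD3/anti-CD4-coated beads with anti-CD28 were added. Finally, after 18 h at 37 degrees C, EGFP and DsRed were imaged.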
S2 tox: Viability Counterscreen for Primary qHTS for Inhibitors of ATXN expression; S2 cells (HEK-293 line with an ATXN2-luciferase reporter) viability, CellTiter-Fluor protease fluorescence, 24 h; Potency, µM (highest dose often 56.7 µM), most hits filed as cytotoxic; 400,000 tested, 0.49% active; further: potency means the concentration at half of the fitted maximal effect; nearly all actives have a fitted effect of over 40% in size
ATXN2 expr inh: Primary qHTS for Inhibitors of ATXN expression; HEK-293 ATXN2-luciferase reporter, luminescence, 24 h; Potency, µM (doses to about 57 µM), inactives show at the top dose activity change, negative = inhibition, actives largely listed as inhibitors; 360,000 tested, 0.72% active; AID 1745845, 2022; further: potency means the concentration at half of the fitted maximal effect; on the % scale 0 is the no-effect control and ±100 the full control effect; nearly all actives have a fitted effect of over 55% in size
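ATXN2-luciferase reporter cells (luciferase flanked by upstream and downstream ATXN2 gene portions) were treated 24 h at 37 °C with compounds at up to 57 uM. SteadyGlo luminescence gave expression; GF-AFC fluorescence gave viability.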
Nrf2 inh: Nrf2 qHTS screen for inhibitors; A549 ARE-Fluc reporter, luciferase luminescence, 18-24 h; Potency, µM (highest dose often 46 µM), inactives show top-dose activity change, negative = inhibition, usual class: inhibitors; 360,000 tested, 2.1% active; AID 504444, 2011; further: potency means the concentration at half of the fitted maximal effect; on the % scale 0 is the no-effect control and ±100 the full control effect; nearly all actives have a fitted effect of over 60% in size
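Two sequential reads on A549 ARE_Fluc cells exposed to compound for 18-24 h: a CellTiter-Fluor fluorescence read for viability, then a luciferase luminescence read for Nrf2/ARE activity.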
A549 tox: Nrf2 qHTS screen for inhibitors: counterscreen for cytotoxicity; A549 ARE-Fluc cells, CellTiter-Fluor viability, 18-24 h; Potency, µM (titrated, usually from 46 µM), inactives show at the top dose activity change, negative = cytotoxicity, usual class: inhibitors; 390,000 tested, 0.16% active; further: potency means the concentration at half of the fitted maximal effect; on the % scale 0 is the no-effect control and ±100 the full control effect
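A549 ARE-Fluc cells in 5% FBS OPTI-MEM, 5000 cells/well, rested 2 h then exposed to compounds in concentration-response for 18-24 h at 37 °C. Viability by CellTiter-Fluor fluorescence (Ex 405/Em 525) after 30 min; luciferase luminescence (BugLite, 15 min, RT) read afterwards.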
Nrf2 ARE act: qHTS of Nrf2 Activators; Potency, µM (highest dose often 46.1 µM), inactives show at the top dose activation, most hits filed as activators; AREc32 ARE-luciferase reporter (MCF7-derived line), luminescence, 24 h; AID 624171, 2012; 410,000 tested, 0.31% active; further: potency means the concentration at half of the fitted maximal effect; % of control where 0% means no effect; nearly all actives have a fitted effect of over 65% in size
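Luciferase luminescence (Steady-Glo, 30 min at room temperature) served as the read-out of ARE activation in AREc32 cells treated with compounds for 24 hr at 37 deg C.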
Starred values were filed as active, the others as inactive; i = inactive; u = inconclusive; x = not tested or not shown; & = joins results of further samples; [ ] = remark or other dose. Unless noted, the call rests on the fitted dose curve; in most records, active means well fitted curve in the direction sought with a large enough effect; inconclusive means small, poorly fitted or top-dose-only effect, or another doubt; inactive means no such curve, though single readings can be large; an effect the other way counts as inactive or inconclusive.

Value order: EPAC2 agonist, TGFb inhibitor, HepG2 tox, IL2 activator, S2 tox, ATXN2 expr inh, Nrf2 inh, A549 tox, Nrf2 ARE act
COCCN1CCN(Cc2nc(Cc3ccc(OC)c(OC)c3)no2)CC1
 : -5.3%, 0.4%, -1.1%, -0.8, i, 0.2%, 3.2%, -2.1%, -0.5%
O=C(COc1ccc2ccccc2c1)Nc1cccc2cccnc12
 : 8.1%, -4.0%, -5.5%, -0.6, i, -2.9%, -24.5%, -4.7%, 0.4%
Cn1nc(C(F)(F)F)c2cc(NC(=O)OCC(C)(C)C)sc21
 : 2.2%, -6.5%, -4.9%, -1.3, i, 5.8%, -31.5%, -6.2%, 0.0%
CC(=O)N1CCc2c(sc3c2c(=O)n(Cc2ccccc2)c(=O)n3Cc2ccccc2F)C1
 : x, -16.8%, -42.0%, x, i, -1.3%, 16.4µM*, -18.0%, -0.9%
C/C(=N\NC(N)=S)c1ccc(Cl)s1
 : -6.6%, -25.3%, -8.7%, -0.8, i, -11.2%, u, 0.7%, 5.6%
CC(Sc1nnc(-c2ccccc2F)n1C1CC1)C(N)=O (stereo not given)
 : 3.2%, 60.6%[activator], 1.5%, -0.1, i, -21.8%, -19.6%, 6.6%, -0.1%
COC(=O)c1ccc(COC(=O)CNC(=O)C2CCCCC2)cc1
 : 9.0%, -7.0%, -4.9%, -0.2, i, 3.4%, 2.9%, 0.3%, -0.1%
Cn1nnnc1SCC(=O)NC(C)(C)C
 : 15.8%, -24.4%, -11.9%, 0.5, u, -21.9%, x, -6.4%, -0.1%
COc1ccc(/C(C)=N/Nc2nc(C)c(C(C)=O)s2)cc1
 : 8.3%, -8.4%, -42.0%, -1.0, u, -29.4%, 6.3%, 7.7%, 0.6%
Cc1ccccc1Nc1c(F)c(F)c(F)c(F)c1C(=O)O
 : -1.4%, -1.8%, 3.6%, -1.9, i, -1.6%, 7.6%, -0.8%, -1.0%[9.22 µM]
O=C(c1nn(-c2ccccc2)c(=O)c2ccccc12)N1CCN(c2ncccn2)CC1
 : 2.1%, 2.4%, -3.1%, -0.5, i, 16.4%, -28.2%, -12.5%, 0.4%
CCN(CC)CCNC(=O)c1ccc2c(c1)sc1nc(-c3ccc(F)cc3)cn12
 : x, 11.2µM*, 15.8µM*, x, x, x, -5.5%, 9.9%, 3.7%
Cc1cc(C)cc(NC(=O)Cn2cc(C(=O)c3ccccc3)c(=O)c3ccc(C)nc32)c1
 : x, 4.2%, -19.3%, x, i, 4.3%, 10.2%, -1.1%, 2.9%
O=C(COc1cccc2cccnc12)N1CCc2ccccc21
 : -1.3%, 10.0%, 5.3%, -2.0, i, -1.8%[11.3 µM], u, 2.4%, 3.3%
CCC(=O)NC1=C(Nc2ccc(N)cc2)C(=O)c2ccccc2C1=O
 : 0.5%, -24.1%, -21.1%, -0.9, i, -1.7%, u, u, -2.7%
Cc1ccc(CSCC(=O)N(C)CC(=O)Nc2ccccc2Cl)cc1
 : 7.2%, 3.2%, 2.0%, -0.3, i, -6.2%, -7.7%, -1.1%, 0.3%
Nc1ccc(NC(=O)c2ccco2)c(Cl)c1
 : -0.9%, 2.3%, -1.4%, 1.4, i, 17.9%, 20.2%, 8.3%, -0.3%
CC1CC=CC2C1C(=O)N(Cc1ccccc1)C2c1ccc2ccccc2c1C=Cc1ccccc1 (stereo not given)
 : x, 5.8%, -2.3%, x, x, x, u, -13.1%, x
CCC(C)N(C(=O)COC(=O)CSc1ccc(C)c(C)c1)C1CCS(=O)(=O)C1 (stereo not given)
 : 7.2%, 1.5%, -3.4%, -0.7, i, x, 7.0%, -1.5%, -0.6%
COc1ccc(/C=N/NC(=O)Nc2cccc3nsnc23)c(OC)c1
 : -1.7%, 20.0%, 5.5%, 0.0, i, -38.5%, 1.2%, -6.9%, 3.1%
O=C(CSc1nc(-c2ccc(F)cc2)cs1)NCCN1C(=O)CSC1=O
 : -4.5%, 9.4%, -6.2%, 0.0, i, 2.3%, -19.1%, 4.1%, 2.4%
COc1cc2c(cc1OC)C(c1cc(C)ccc1C)CC(=O)N2 (stereo not given)
 : 0.0%, 5.7%, -0.4%, 1.1, i, -7.2%, 7.2%, -0.1%, 3.7%
CCOCC(=O)Nc1ccc([N+](=O)[O-])cc1C
 : 9.9%, -11.6%, -8.4%, -1.4, i, -0.8%, 5.3%, 1.8%, -0.4%
CCCCCN1C/C=C\C(c2ccc(OC)cc2)N(Cc2ccc(F)cc2)C(=O)C1 (stereo not given)
 : 20.2%, u, -31.8%&-19.1%, 1.8, i, -12.9%, -17.7%&18.4%, -5.6%&0.7%, 3.9%
COC(=O)c1c(C)[nH]c(C(=O)CN2CCOCC2)c1C
 : -0.6%[15.6 µM], 19.2%, -29.2%, -0.5, i, -2.2%, -6.5%, -7.8%, 4.1%
CS(=O)(=O)N(CC(N)=O)Cc1ccc(Cl)cc1
 : 4.7%, 2.0%, -35.8%, 1.1, i, 4.4%, 4.8%, 1.6%, 0.0%
Nc1ncnc2c1ncn2[C@@H]1O[C@H](CNC(=O)[C@@H](N)Cc2ccc(C(=O)c3ccccc3)cc2)[C@@H](O)[C@H]1O
 : 2.8%, 9.8%, 9.0%, -0.1, i, 7.8%, x, x, -1.0%
Cc1csc(N/N=C/c2ccc([N+](=O)[O-])cc2)n1
 : -2.2%, -4.2%, -4.8%, -3.6, i, 33.0%[activator], 17.5%, -8.8%, -0.1%
COc1ccc(Nc2nc(NCCO)nc(OC)n2)cc1
 : 5.5%, -0.2%, -11.2%, -2.5, i, 1.5%, -7.0%, -5.3%, 0.3%
CCOC(=O)c1oc2ccccc2c1CN1CCCCC1
 : 5.4%, -8.5%, -40.5%, -0.4, i, -15.1%, 7.2%, 3.9%, -0.9%
CCOC(=O)c1c(C)nc(SC)c(C#N)c1-c1ccccc1
 : 3.2%, 0.7%, 1.7%, 5.8, i, 4.2%, 9.1%, -6.7%, -0.1%
CCn1c(SCC(=O)NCC2CCCO2)nc2c(c1=O)SCC2 (stereo not given)
 : 0.0%, -2.4%, 5.3%, 2.1, i, 2.4%, 2.5%, -2.9%, 0.2%
CC(C)(C)CC(=O)Nc1ccccc1N1CCN(c2ccccc2)CC1
 : 6.2%, -12.7%, -13.5%, -0.4, i, -2.1%[11.3 µM], 2.6%, 6.8%, 0.5%
Cc1cn(CC(=O)NCC(C)c2ccccc2)c(=O)[nH]c1=O (stereo not given)
 : 7.3%, 7.8%, 3.6%, -0.7, i, 3.0%, 12.5%, -3.2%, 0.2%
CC1CCN(c2nnc(NC(=O)Cn3c(=O)oc4ccccc43)s2)CC1
 : -4.5%, 5.4%, 6.2%, 1.6, i, 3.2%, 3.5%, 6.2%, -0.1%
CC(=O)N1c2ccc(S(=O)(=O)NCCC(=O)Nc3ccc(C)cc3Br)cc2CC1C (stereo not given)
 : x, -28.6%, -22.1%, x, i, -0.2%, u, 12.6%, 5.6%
NC(=S)N/N=C/c1ccccc1OC(=O)c1cc2ccccc2oc1=O
 : 14.9%, -13.6%, -48.9%, 0.1, u, x, 3.7%, 3.6%, 6.2%
O=C(C(=O)N1CCc2ccccc2C1)c1cn(CC(=O)N2CCCC2)c2ccccc12
 : -1.5%, 17.2%, 15.9%, -3.8, i, -16.3%, -4.9%, -4.5%, 2.8%
Cc1ccc(SCCC(=O)NCCSCc2ccccc2C)cc1
 : 11.2%, 0.0%, -49.2%, -0.3, i, 3.5%, 2.0%, 3.4%, 1.9%
Cc1cccc(C)c1NC(=O)c1nc(S(C)(=O)=O)ncc1N(Cc1ccc(F)cc1)Cc1ccco1
 : x, -16.4%, -17.8%, x, i, 6.3%, 7.1%, 8.9%, -0.4%
COc1ccc(NC(=O)Cn2nc(C(=O)O)c3ccccc3c2=O)cc1S(=O)(=O)N1CCCCC1
 : -1.4%, 1.5%, -0.4%, 0.6, i, -2.6%, -12.3%, -3.9%, 0.0%
COc1ccc(Cl)cc1NC(=O)CSc1cccc[n+]1[O-]
 : 10.5%, -11.6%, -24.2%, -1.1, i, -15.3%, 9.5%, 7.8%, u
Cc1cc(SCC#N)nc2ccccc12
 : 0.2%, -2.8%, 2.4%, -0.7, i, 4.5%, 4.8%, 3.7%, 1.1%
CCC(C)(C)NC(=O)c1cc(C(=O)OC)cc([N+](=O)[O-])c1
 : 11.9%, 29.4%, -12.2%, 0.0, x, x, -19.1%, -13.1%, -0.8%
COCCn1c(SCC(=O)N2CCCCC2)nc2c(c1=O)SCC2
 : 3.7%, u, -6.8%, 0.6, i, 9.4%, -8.0%, -3.0%, -0.1%
CC(C)(C)Cc1c(-c2ccc(Br)cc2)nc2ccc(Cl)cn12
 : -3.6%, u, -71.7%, 0.0, u, u, x, x, 8.1%

3 structures from above, arranged by molar mass, falling:
Value order: EPAC2 agonist, TGFb inhibitor, HepG2 tox, IL2 activator, S2 tox, ATXN2 expr inh, Nrf2 inh, A549 tox, Nrf2 ARE act
COc1ccc(NC(=O)Cn2nc(C(=O)O)c3ccccc3c2=O)cc1S(=O)(=O)N1CCCCC1
 : -1.4%, 1.5%, -0.4%, 0.6, i, -2.6%, -12.3%, -3.9%, 0.0%
CC(=O)N1c2ccc(S(=O)(=O)NCCC(=O)Nc3ccc(C)cc3Br)cc2CC1C (stereo not given)
 : x, -28.6%, -22.1%, x, i, -0.2%, u, 12.6%, 5.6%
CC(C)(C)Cc1c(-c2ccc(Br)cc2)nc2ccc(Cl)cn12
 : -3.6%, u, -71.7%, 0.0, u, u, x, x, 8.1%

Assay outcomes: PubChem, National Center for Advancing Translational Sciences (NCATS)
